Diaph act CS: diaphorase activation or chemical reduction counter-screen; Diaphorase/resazurin coupled assay, resorufin fluorescence, 16 min; hits give high values; 1 = vehicle wells, 0 = NADH-free wells; activation factor at 20 µM; 190,000 compounds, 0.005% hits; AID 1229;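 active means diaphorase activity raised at least twofold by the compound at 20 µM; inactive means activation factor below 2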
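System – purified diaphorase enzyme from Clostridium kluyveri · Input – enzyme 0.07 U/mL final · Also added – final NADH 0.114 mM, resazurin 0.1 mM · Measured by – fluorescence of resorufin, 544 nm excitation, 590 nm emission · Timing – 16 min enzyme reaction, ambient temperature · Measure – resorufin increase flagging diaphorase activators or reducers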
PMI activator: phosphomannose isomerase (human) activation. 190,000 compounds, 0.005% hits. activation factor at 20 µM. purified human PMI, coupled resazurin fluorescence, 20 min; hits give high values; 1 = vehicle control, 0 substrate-free wells. P34949;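 active means activation factor of 2 or more at 20 µM, relative to plate controls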
G6PDH CS: inhibits Leuconostoc G6PDH, flagging false hits in G6PDH-based assays; inhibition, % at 5 µM; AID 1020; 200,000 compounds, 0.12% hits; Purified L. mesenteroides G6PDH, diaphorase/resazurin coupled fluorescence, 45 min
DTT redox prof: compounds producing H2O2 with reducing agent – biochemical, NIH compound library profiling, artefact control for MLSCN library redox annotation, primary screen. activation, % at 10 µM. 200,000 compounds, 0.03% hits. DTT-dependent redox cycling H2O2, phenol red/HRP absorbance; 100% = 100 µM peroxide control, 0% = buffer;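 active means activation of at least 50% relative to the plate's high and low controls in the primary single-dose screen; inactive means activation below 50%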;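 further: compound incubated with DTT at 0.8 mM final as the reducing agent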
RAM network inh: inhibitors of the yeast RAM network; S. cerevisiae dse1pr::URA3 reporter, 5-FOA growth OD615, 2 d; analog-sensitive cbk1-as2 kinase mutant strain; inhibition, % at 50 µM; 190,000 compounds, 1.8% hits;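 active means inhibition above a set limit, 3 SD over mean compound inhibition, cut at about 8.4% in these data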;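 further: 0% = DMSO-only wells with no growth and 100% = 10 µM 1-NA-PP1 full growth; inhibition rescues growth on 5-FOA so higher OD means more RAM inhibition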
S1P3 antagonist: antagonists of human S1P3 receptor. 170,000 compounds, 0.27% hits. CHO S1P3 NFAT-BLA reporter, FRET fluorescence, antagonist mode. inhibition, % at 4.98 µM. Q99500. AID 485;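 active means inhibition above the plate cutoff, the mean inhibition of test wells on that plate plus 3 SD, cut at about 28% in these data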;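 further: cells challenged with S1P at its EC80 of 0.8 µM; blue over green emission ratio from cleaved BLA substrate after 4 h stimulation; 0% = S1P-stimulated wells and 100% = unstimulated DMSO-only wells; some compounds past the cut are filed as inactive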
Hsp70 activator: switches on Hsp70 transcription; 200,000 compounds, 0.04% hits; HeLa Hsp70 promoter luciferase reporter, luminescence; scaled: vehicle 0, proteasome-inhibitor control 100%; activation, % at 10 µM;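 active means activation above the mean across all tested compounds plus 3 SD, cutoff set per campaign, cut at about 5.5% in these data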;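 further: 100% = MG132 at 30 µM as the positive control and 0% = DMSO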
Diaph inh CS: counter-screen for diaphorase-based assays: diaphorase inhibitors and chemical oxidizers; 190,000 compounds, 0.69% hits; diaphorase resazurin-to-resorufin fluorescence, NADH, 16 min; bacterial (C. kluyveri) enzyme, not human; inhibition, % at 20 µM;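 active means primary screen inhibition at 20 µM above a set limit, cut at about 50% in these data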;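 further: plate controls were DMSO with full reaction for no effect and wells lacking NADH for full effect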
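Assay system: diaphorase enzyme from Clostridium kluyveri. Quantity: enzyme working solution with 0.14 U/mL diaphorase. Schedule: reaction incubation of 16 min at room temperature. Technique: resorufin fluorescence, excitation 544 nm, emission 590 nm. Controls: No-NADH positive control and DMSO neutral control.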
PMI act satM6P: activators of human phosphomannose isomerase at near-saturating mannose 6-phosphate; P34949; coupled PMI enzyme assay, resazurin fluorescence, 20 min; hits give high values; 1 = untreated enzyme, 0 = substrate-free blank; activation factor at 20 µM; 190,000 compounds, 0.34% hits;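 active means activation factor of 2 or more at 20 µM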
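Test system: human phosphomannose isomerase with PGI, G6PDH, diaphorase coupling enzymes; amount: 15 ng/mL PMI; incubation: enzyme reaction with compound 20 min at room temperature; technique: resorufin fluorescence (Ex 544/Em 590 nm) from resazurin via diaphorase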
TLR4 MyD88 comp: inhibitors of human TLR4-MyD88 binding; O00206+Q99836; HeLa CL3-4 TLR4/MyD88 BLA complementation, FRET ratio; inhibition, % at 8.4 µM; 200,000 compounds, 0.18% hits; in the data active means inhibition above about 25%;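 further: 0% = vehicle and 100% = reference inhibitor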
Target sequence (O00206 whole entry, looked up): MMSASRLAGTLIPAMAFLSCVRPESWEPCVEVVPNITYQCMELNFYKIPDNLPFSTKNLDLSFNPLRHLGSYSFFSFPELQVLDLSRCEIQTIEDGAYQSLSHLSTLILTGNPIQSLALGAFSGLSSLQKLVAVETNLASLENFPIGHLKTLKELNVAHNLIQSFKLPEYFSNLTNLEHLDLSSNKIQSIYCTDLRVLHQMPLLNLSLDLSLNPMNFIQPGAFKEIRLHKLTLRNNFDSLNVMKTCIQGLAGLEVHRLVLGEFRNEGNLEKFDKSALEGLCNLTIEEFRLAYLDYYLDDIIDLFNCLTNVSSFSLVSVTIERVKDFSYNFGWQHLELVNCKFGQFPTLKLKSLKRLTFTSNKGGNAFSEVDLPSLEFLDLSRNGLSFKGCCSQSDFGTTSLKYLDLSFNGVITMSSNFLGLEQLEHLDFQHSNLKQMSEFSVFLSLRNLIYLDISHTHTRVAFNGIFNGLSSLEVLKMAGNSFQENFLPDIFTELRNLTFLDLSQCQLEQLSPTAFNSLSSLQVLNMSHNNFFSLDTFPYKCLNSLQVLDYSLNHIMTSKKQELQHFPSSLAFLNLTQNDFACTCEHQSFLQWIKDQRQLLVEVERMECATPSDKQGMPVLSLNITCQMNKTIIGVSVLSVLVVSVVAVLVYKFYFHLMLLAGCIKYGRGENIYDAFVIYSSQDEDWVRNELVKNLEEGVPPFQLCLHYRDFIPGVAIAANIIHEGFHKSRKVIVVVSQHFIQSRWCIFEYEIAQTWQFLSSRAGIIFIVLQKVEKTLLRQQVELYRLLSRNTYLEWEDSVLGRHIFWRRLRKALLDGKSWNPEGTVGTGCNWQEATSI
Target sequence (Q99836 whole entry, looked up): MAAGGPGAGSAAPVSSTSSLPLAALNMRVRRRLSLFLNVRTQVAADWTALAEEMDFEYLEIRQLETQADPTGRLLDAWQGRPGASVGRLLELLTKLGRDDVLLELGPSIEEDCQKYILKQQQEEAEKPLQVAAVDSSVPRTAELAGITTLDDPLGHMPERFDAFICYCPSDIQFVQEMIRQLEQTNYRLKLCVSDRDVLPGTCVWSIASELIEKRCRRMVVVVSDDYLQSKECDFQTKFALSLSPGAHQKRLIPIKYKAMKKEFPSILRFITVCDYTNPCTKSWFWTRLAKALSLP
L major viab: Leishmania major promastigote growth inhibition; 200,000 compounds, 9% hits; AID 1063; Leishmania major promastigotes, resazurin fluorescence viability; inhibition, % at 10 µM;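 further: promastigotes grown with compound for 44 hours at 28 °C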
An asterisk follows results filed as active. Unless noted, no stated cut-off is given here; in the data, active means inhibition above about 50%; inactive means the rest.

For COc1cccc(OC)c1OCCOc1ccccc1OC(C)C the results were Diaph act CS 0.7, PMI activator 1, G6PDH CS 11, DTT redox prof 0.2, RAM network inh 0.8, Hsp70 activator -0.1, Diaph inh CS 26, PMI act satM6P 1, TLR4 MyD88 comp -12 and L major viab 3.
CCS(=O)(=O)N1CCN(c2ccc(S(=O)(=O)N3CCOCC3)cc2)CC1 was read as Diaph act CS 0.9, PMI activator 1, G6PDH CS 0, DTT redox prof -1.4, RAM network inh 0.6, S1P3 antagonist -13, Hsp70 activator -0.2, Diaph inh CS 12, PMI act satM6P 0.9, TLR4 MyD88 comp -6 and L major viab 5.
Screening OC(COc1cccc(OCC(O)CN2CCCC2)c1)CN1CCCC1 (stereo unspecified) returned Diaph act CS 1.2, PMI activator 1, G6PDH CS 3, DTT redox prof -0.1, RAM network inh 0.2, Hsp70 activator 0.5, Diaph inh CS -23, PMI act satM6P 0.9, TLR4 MyD88 comp -7 and L major viab -2.
Screening CCOCCCNC(=O)CNC(=S)N(Cc1ccc(C)cc1)Cc1ccco1 returned Diaph act CS 0.9, PMI activator 1, G6PDH CS 11, DTT redox prof -0.1, RAM network inh 0.8, S1P3 antagonist -8, Hsp70 activator -0.2, Diaph inh CS 10, PMI act satM6P 1, TLR4 MyD88 comp 5 and L major viab -6.
`CCCCCn1c(CN2CCCCC2CC)nc2c1c(=O)n(C)c(=O)n2C` (stereo unspecified) gave Diaph act CS 0.9, PMI activator 1, G6PDH CS -7, DTT redox prof -0.9, S1P3 antagonist -18, Hsp70 activator -0.2, Diaph inh CS 9, PMI act satM6P 1, TLR4 MyD88 comp 11 and L major viab 15.
`CC(=O)NNc1cc(N2CCOCC2)nc(N2CCOCC2)n1` gave Diaph act CS 0.8, PMI activator 1.1, G6PDH CS 6, DTT redox prof -1.6, RAM network inh 1.0, S1P3 antagonist -4, Hsp70 activator -0.1, Diaph inh CS 23, PMI act satM6P 0.9, TLR4 MyD88 comp -1 and L major viab -11.
CCOC(=O)c1cc(-c2ccc(C)o2)n[nH]1 was read as Diaph act CS 0.9, PMI activator 0.9, G6PDH CS 0, DTT redox prof 0.1, RAM network inh -0.1, Hsp70 activator -0.4, Diaph inh CS 5, PMI act satM6P 0.9, TLR4 MyD88 comp 5 and L major viab 0.
COCCn1nnnc1C(c1cc2cc(C)cc(C)c2[nH]c1=O)N1CCN(c2ccccc2F)CC1 (stereo unspecified) was read as Diaph act CS 0.5, PMI activator 0.9, G6PDH CS -14, DTT redox prof 3.1, RAM network inh -0.2, S1P3 antagonist -24, Hsp70 activator 0.0, Diaph inh CS 47, PMI act satM6P 1.3, TLR4 MyD88 comp 6 and L major viab 25.
Cc1ccc(-n2c(CCC(=O)O)ccc2-c2cccs2)cc1 was read as Diaph act CS 0.8, PMI activator 0.9, G6PDH CS 4, DTT redox prof -0.1, RAM network inh 3.4, Hsp70 activator 0.2, Diaph inh CS 16, PMI act satM6P 0.9, TLR4 MyD88 comp -9 and L major viab -7.
Screening COc1cc(-c2nn3c(-c4ccco4)nnc3s2)cc(OC)c1OC returned Diaph act CS 0.9, PMI activator 1, G6PDH CS 3, Diaph inh CS 12 and PMI act satM6P 1.1.
`FC(F)(F)c1nnc(-c2ccccc2)nc1Oc1ccc(Cl)cc1Cl` gave Diaph act CS 0.8, PMI activator 0.9, G6PDH CS 0, DTT redox prof -7.6, RAM network inh 2.2, Hsp70 activator -0.2, Diaph inh CS 18, PMI act satM6P 0.9, TLR4 MyD88 comp 14 and L major viab -12.
For Cc1c(Cl)c([N+](=O)[O-])nn1CC(=O)N1CCN(Cc2ccccc2)CC1 the results were Diaph act CS 1, PMI activator 1.1, G6PDH CS 1, DTT redox prof -0.8, RAM network inh 0.9, S1P3 antagonist -8, Hsp70 activator -0.3, Diaph inh CS -3, PMI act satM6P 1.1, TLR4 MyD88 comp -15 and L major viab 0.
For Cc1cc(C=C(C#N)C#N)c(C)n1-c1ccccc1 the results were Diaph act CS 0.9, PMI activator 1.1, G6PDH CS 0, DTT redox prof 2.6, RAM network inh 1.0, Hsp70 activator -0.2, Diaph inh CS 10, PMI act satM6P 0.9, TLR4 MyD88 comp -2 and L major viab -1.
Cn1c(=O)c2c(nc(NCc3ccco3)n2CC(O)COc2ccccc2)n(C)c1=O (stereo unspecified) was read as Diaph act CS 0.9, PMI activator 1.1, G6PDH CS 1, DTT redox prof -1.1, RAM network inh -1.2, S1P3 antagonist -2, Hsp70 activator -0.3, Diaph inh CS 8, PMI act satM6P 1, TLR4 MyD88 comp 0 and L major viab 7.
Screening CC1CCCC2(C1)NC(=S)c1c(sc3c1CCCC3)N2 (stereo unspecified) returned Diaph act CS 0.5, PMI activator 0.3, G6PDH CS 5, DTT redox prof 0.1, RAM network inh 2.0, Hsp70 activator -0.3, Diaph inh CS 50, PMI act satM6P 0.6, TLR4 MyD88 comp -1 and L major viab -2.
For O=C(NC(=S)Nc1cccnc1)c1cc2ccccc2o1 the results were Diaph act CS 0.8, PMI activator 1, G6PDH CS -1, DTT redox prof -0.3, RAM network inh 0.0, S1P3 antagonist 9, Hsp70 activator 0.0, Diaph inh CS 17, PMI act satM6P 1, TLR4 MyD88 comp 3 and L major viab -12.
`CCOc1ccc(C(=O)NCc2cccnc2)cc1` gave Diaph act CS 1, PMI activator 0.9, G6PDH CS 18, DTT redox prof 2.0, RAM network inh -0.1, S1P3 antagonist -40, Hsp70 activator 0.9, Diaph inh CS 4, PMI act satM6P 0.9, TLR4 MyD88 comp 8 and L major viab -2.
For CCOC(=O)C1CN(S(=O)(=O)c2ccc(C)cc2)C1 the results were Diaph act CS 0.9, PMI activator 0.9, G6PDH CS -13, DTT redox prof 2.2, RAM network inh -0.5, Hsp70 activator -0.4, Diaph inh CS 14, PMI act satM6P 0.9, TLR4 MyD88 comp 14 and L major viab 0.
CCCn1c(N)c(C(=O)CN2CCN(S(=O)(=O)c3cccs3)CC2)c(=O)[nH]c1=O was read as Diaph act CS 0.8, PMI activator 1, G6PDH CS 2, DTT redox prof 2.3, RAM network inh 0.1, S1P3 antagonist -34, Hsp70 activator 0.5, Diaph inh CS 22, PMI act satM6P 1, TLR4 MyD88 comp 2 and L major viab -6.
`O=C(Nc1ccccc1[N+](=O)[O-])C1(c2ccccc2)CCOCC1` gave Diaph act CS 1.1, PMI activator 1.1, G6PDH CS 2, DTT redox prof -0.8, RAM network inh -0.3, S1P3 antagonist -8, Hsp70 activator -0.5, Diaph inh CS -6, PMI act satM6P 1.1, TLR4 MyD88 comp -6 and L major viab -6.
Screening Cc1ccc(Cn2c(C)nc3c(c2=O)c2nc4ccccc4nc2n3Cc2ccco2)cc1 returned Diaph act CS 0.9, PMI activator 1, G6PDH CS -11, DTT redox prof -2.9, RAM network inh 2.6, S1P3 antagonist 15, Hsp70 activator 0.1, Diaph inh CS 12, PMI act satM6P 1.3, TLR4 MyD88 comp 12 and L major viab 18.
Screening Cc1[nH]nc(SCC(=O)NCc2ccccc2)c1[N+](=O)[O-] returned Diaph act CS 0.9, PMI activator 0.9, G6PDH CS -4, DTT redox prof 0.6, RAM network inh -1.1, S1P3 antagonist -5, Hsp70 activator 0.0, Diaph inh CS 5, PMI act satM6P 1, TLR4 MyD88 comp 0 and L major viab 0.
`O=C(CSc1nc(O)cc(=O)n1-c1ccccc1)NC1CCCCC1` gave Diaph act CS 0.9, PMI activator 0.9, G6PDH CS 6, DTT redox prof -0.1, RAM network inh -0.4, Hsp70 activator 0.0, Diaph inh CS 6, PMI act satM6P 1, TLR4 MyD88 comp 0 and L major viab -1.
For CCOc1cc(C)nc(NCCc2ccc(OC)c(OC)c2)n1 the results were Diaph act CS 0.8, PMI activator 0.9, G6PDH CS 4, DTT redox prof 2.9, RAM network inh 0.9, S1P3 antagonist 3, Hsp70 activator -0.4, Diaph inh CS 19, PMI act satM6P 0.9, TLR4 MyD88 comp 4 and L major viab 4.
COc1ccc(/C(O)=C2/C(=O)C(=O)N(CCN3CCOCC3)C2c2ccc(C)cc2)cc1 (stereo unspecified) was read as Diaph act CS 1, PMI activator 1.1, G6PDH CS 5, DTT redox prof 4.4, RAM network inh 0.6, S1P3 antagonist 20, Hsp70 activator 0.1, Diaph inh CS -4, PMI act satM6P 1.1, TLR4 MyD88 comp 5 and L major viab -4.
Screening Cc1ccc(C)c(S(=O)(=O)NCc2ccc(C(=O)N3CC(C)OC(C)C3)cc2)c1 (stereo unspecified) returned Diaph act CS 1, PMI activator 1, G6PDH CS 7, DTT redox prof 0.3, RAM network inh 3.6, Hsp70 activator -0.2, Diaph inh CS 2, PMI act satM6P 1.1, TLR4 MyD88 comp 7 and L major viab -7.
For COCCSc1ccccc1C(=O)Nc1ccc(Cl)cc1 the results were Diaph act CS 0.9, PMI activator 0.9, G6PDH CS 8, DTT redox prof 0.4, RAM network inh 0.8, S1P3 antagonist -9, Hsp70 activator 0.5, Diaph inh CS 13, PMI act satM6P 0.9, TLR4 MyD88 comp -2 and L major viab 10.

Quoted at random: three records from the list, in no set order.
CCS(=O)(=O)N1CCN(c2ccc(S(=O)(=O)N3CCOCC3)cc2)CC1 was read as Diaph act CS 0.9, PMI activator 1, G6PDH CS 0, DTT redox prof -1.4, RAM network inh 0.6, S1P3 antagonist -13, Hsp70 activator -0.2, Diaph inh CS 12, PMI act satM6P 0.9, TLR4 MyD88 comp -6 and L major viab 5.
`FC(F)(F)c1nnc(-c2ccccc2)nc1Oc1ccc(Cl)cc1Cl` gave Diaph act CS 0.8, PMI activator 0.9, G6PDH CS 0, DTT redox prof -7.6, RAM network inh 2.2, Hsp70 activator -0.2, Diaph inh CS 18, PMI act satM6P 0.9, TLR4 MyD88 comp 14 and L major viab -12.
Screening CCOCCCNC(=O)CNC(=S)N(Cc1ccc(C)cc1)Cc1ccco1 returned Diaph act CS 0.9, PMI activator 1, G6PDH CS 11, DTT redox prof -0.1, RAM network inh 0.8, S1P3 antagonist -8, Hsp70 activator -0.2, Diaph inh CS 10, PMI act satM6P 1, TLR4 MyD88 comp 5 and L major viab -6.

Assay outcomes as filed in PubChem.
